Pol beta inh: DNA polymerase beta (human) inhibition. hit rate 1.3% among 340,000. P06746. Pol beta primer extension/strand displacement, fluorescence kinetic. Potency, µM (series often up to 114 µM), for the others: at the top dose activity change, negative = inhibition, hits mostly inhibitors; also: potency is read from the fitted curve at half-maximal effect; % is scaled to controls: 0 for no effect and ±100 for the full control effect
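10 nM enzyme + cpd, 15 min RT; start with substrate 50 nM final; read 0 min and after 10 min RT. Corrected, normalized data; 4-parameter Hill curve fit.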
LDHA block: blocks human lactate dehydrogenase A; purified LDHA, NADH/diaphorase-resazurin fluorescence; stronger effect = lower value; activity change, % (values are at about 110 or 230 µM); P00338; hit rate 0.15% among 480,000; in the data active = activity change below about -30%; inconclusive = mostly about -25% to -30%;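 also: plate controls were DMSO wells for no effect and wells without enzyme for full effect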
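Resorufin fluorescence (ex540/em590), read at 0 and 20 min after diaphorase/resazurin addition, reports the NADH left after a 5 min room-temperature reaction of 2 nM human LDH5 with 0.06 mM NADH and 0.2 mM pyruvate.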
POLK inh: blocks human DNA polymerase kappa activity; Q9UBT6; purified Pol kappa, fluorescent DNA synthesis assay, 10 min; Potency, µM (highest dose often 107 µM), for inactives: top-dose activity, negative = inhibition, hits mostly inhibitors; hit rate 0.53% among 400,000; also: potency is read from the fitted curve at half-maximal effect; % is scaled to controls: 0 for no effect and ±100 for the full control effect
Target sequence (Q9UBT6 whole entry, looked up): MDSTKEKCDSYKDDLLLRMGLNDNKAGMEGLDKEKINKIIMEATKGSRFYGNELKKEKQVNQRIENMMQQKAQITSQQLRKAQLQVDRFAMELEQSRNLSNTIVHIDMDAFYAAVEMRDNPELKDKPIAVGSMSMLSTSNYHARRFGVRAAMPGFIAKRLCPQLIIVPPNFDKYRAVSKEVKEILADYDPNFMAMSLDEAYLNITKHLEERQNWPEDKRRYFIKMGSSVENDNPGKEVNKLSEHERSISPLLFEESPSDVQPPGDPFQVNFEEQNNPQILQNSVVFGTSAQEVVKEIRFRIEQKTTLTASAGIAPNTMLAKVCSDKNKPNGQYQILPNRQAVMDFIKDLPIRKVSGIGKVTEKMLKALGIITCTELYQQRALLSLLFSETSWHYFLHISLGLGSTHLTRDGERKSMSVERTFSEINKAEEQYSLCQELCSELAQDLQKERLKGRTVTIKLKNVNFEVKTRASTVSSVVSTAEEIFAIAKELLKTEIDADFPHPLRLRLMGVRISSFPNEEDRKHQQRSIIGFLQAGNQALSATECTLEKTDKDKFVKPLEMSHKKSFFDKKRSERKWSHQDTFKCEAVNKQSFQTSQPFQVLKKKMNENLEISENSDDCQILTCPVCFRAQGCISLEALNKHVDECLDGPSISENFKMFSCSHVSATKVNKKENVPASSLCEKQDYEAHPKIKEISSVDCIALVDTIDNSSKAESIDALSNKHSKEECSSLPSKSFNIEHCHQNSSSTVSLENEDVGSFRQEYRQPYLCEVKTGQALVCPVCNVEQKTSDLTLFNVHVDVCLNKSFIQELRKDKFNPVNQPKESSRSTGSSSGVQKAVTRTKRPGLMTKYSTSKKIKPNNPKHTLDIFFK
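Kinetic fluorescence readout at 0 and 10 min followed reaction start with substrate at 50 nM final. Beforehand, enzyme (10 nM Pol kappa) stood 15 min with compound at room temperature; buffer-only wells were negative controls.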
APE1 inh: inhibitors of human APE1 endonuclease. recombinant APE1, TAMRA/BHQ-2 abasic DNA cleavage fluorescence. hit rate 0.35% among 350,000. AID 2517. P27695. Potency, µM (series often up to 65.8 µM), for inactives: at the top dose activity change, negative = inhibition, usual class: inhibitors;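 also: potency is read from the fitted curve at half-maximal effect; plate controls were vehicle for no effect and reference inhibitor for full effect; nearly all actives have a fitted effect of over 55% in size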
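Step 1: APE1 (0.75 nM) with compound, 15 min RT. Step 2: add 50 nM fluorophore/quencher THF duplex. Step 3: three fluorescence reads 60 s apart (525/598 nm); read 3 minus read 1 = reaction progress.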
Pol eta inh: DNA polymerase eta (human) inhibition; Q9Y253; recombinant Pol eta, fluorescent DNA replication assay; Potency, µM (top dose mostly 114 µM), for the others: at the top dose activity change, negative = inhibition, hits mostly inhibitors; hit rate 1.2% among 390,000; AID 588591; also: potency is read from the fitted curve at half-maximal effect; % is scaled to controls: 0 for no effect and ±100 for the full control effect
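Pol eta (10 nM) was preincubated with compounds for 15 min at room temperature, after which fluorescent replication substrate (50 nM final) was added to start the reaction. Fluorescence was read kinetically at 0 and 10 min.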
Glioma ERSR ind: ER stress response induction in glioma | U87-MG GRP78 promoter luciferase reporter, 16 h | Potency, µM, inactives show top-dose activation, hits mostly activators | hit rate 0.02% among 420,000 | AID 602332; also: potency is read from the fitted curve at half-maximal effect; series mostly up to about 76 µM; % of control where 0% means no effect; nearly all actives have a fitted effect of over 35% in size
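ERSR induction read as luciferase luminescence (Bright-Glo, 10 min at room temperature) in stably transfected human U87-MG glioma cells exposed to compounds for 16 h, using GRP78 as sensor.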
Anesthetic bind: binds horse apoferritin like a general anesthetic; apoferritin/1-aminoanthracene competitive binding, fluorescence; Potency, µM (highest dose often 77.5 µM), for the others: at the highest dose activity change, negative = displacement, hits mostly inhibitors; hit rate 0.074% among 350,000; also: potency is read from the fitted curve at half-maximal effect; % is scaled to controls: 0 for no effect and ±100 for the full control effect; nearly all actives have a fitted effect of over 20% in size
Target sequence (P02791 2-175 limits assumed): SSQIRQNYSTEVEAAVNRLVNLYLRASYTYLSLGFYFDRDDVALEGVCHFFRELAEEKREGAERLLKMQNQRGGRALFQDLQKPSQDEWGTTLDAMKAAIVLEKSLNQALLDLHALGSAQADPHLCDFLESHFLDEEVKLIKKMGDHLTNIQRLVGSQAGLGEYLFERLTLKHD
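Steps: apoferritin (10 uM) was premixed with half-saturated 1-AMA in PBS, compounds were pin-transferred, plates stood 10 min at room temperature, fluorescence was read at 380/535 nm, and curves were fitted with a Hill equation.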
Pol iota inh: inhibitors of human DNA polymerase iota | Q9UNA4 | Pol iota fluorescent replication assay, 10 min | Potency, µM (doses to about 115 µM), inactives show at the top dose activity, negative = inhibition, usual class: inhibitors | hit rate 1% among 390,000 | AID 588590; also: potency is read from the fitted curve at half-maximal effect
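Pol iota at 10 nM preincubated 15 min with compounds at room temperature; reaction started with fluorescent substrate, 50 nM final. Fluorescence read kinetically at 0 and 10 min; buffer-only wells as negative control.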
BLM helicase inh: inhibitors of human Bloom syndrome helicase BLM | P54132 | recombinant BLM DNA unwinding, fluorescence dequenching | Potency, µM (series often up to 56.1 µM), for inactives: at the top dose activity change, negative = inhibition, most hits filed as inhibitors | hit rate 0.2% among 350,000 | AID 2528;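 also: potency is read from the fitted curve at half-maximal effect; plate controls were vehicle for no effect and no enzyme for full effect; nearly all actives have a fitted effect of over 35% in size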
Starred values were filed as active, the others as inactive; ? = inconclusive; · = no result given; [ ] = remark or other dose. Unless noted, calls follow the shape of the dose curve; as a rule, active = well fitted curve in the direction sought with a large enough effect; inconclusive = small, poorly fitted or top-dose-only effect, or another doubt; inactive = no such curve, though single readings can be large; an effect the other way counts as inactive or inconclusive. Only part of the results is shown; count on the stated rates, not on these rows.

SMILES	Pol beta inh	LDHA block	POLK inh	APE1 inh	Pol eta inh	Glioma ERSR ind	Anesthetic bind	Pol iota inh	BLM helicase inh
C=C1CCN([C@@H](Cc2ccccc2)C(=O)NC2CCN(Cc3ccccc3)CC2)S(=O)(=O)c2ccccc21	·	-2	-9%	·	-10%	-5%	·	37%[activator]	·
O=C(CNC(=O)c1ccc(Br)cc1)N/N=C/c1cccnc1	-19%	-12	-8%	45%	9%	-6%	?	-25%	2%
Cc1cc(C(=O)COC(=O)Cn2c(C(F)(F)F)nc3ccccc32)c(C)n1Cc1ccco1	1%	-2	-6%	1%	-16%	-5%	-12%	-15%	-4%
O=C(NCc1ccc2c(c1)OCO2)C(=O)NCC1OCCCN1S(=O)(=O)c1ccc(F)cc1 (centres undefined)	-29%	0	12%	22%	-16%	-2%	-22%	11%	-4%
CNC(=O)OCN1C(=O)C2CC=CCC2C1=O (centres undefined)	·	-19	5%	·	-12%	-2%	·	21%	·
CCOC(=O)c1[nH]c2ccc(F)cc2c1NC(=O)c1cc(OC)c(OC)c(OC)c1	-4%	-3	-7%	-5%	?	-4%	2%	9%	-7%
COc1ccc(Nc2nc3[nH]c(=O)cc(O)c3s2)cc1	45µM*	25	6%	5%	-19%	2%	?	84%[activator]	-19%
Cc1oc(/N=C/c2cccc3ccccc23)c(C#N)c1C	16%	18	?	-3%	25µM*	-4%	-17%	22µM*	-3%
Cc1ccc(C(=O)Cc2ccccc2)c(O)c1	·	-2	-2%	·	-6%	-1%	·	8%	·
Cc1ccc(NC(=O)CCNS(=O)(=O)c2ccc3[nH]c(=O)oc3c2)cc1C	-15%	-8	-11%	-1%	11%	-5%	0%	?	-2%
O=C(NNC(=O)c1cc2ccccc2oc1=O)c1ccccc1[N+](=O)[O-]	8%	-1	6%	28%	-8%	-4%	-6%	-7%	-2%
CC(C)CN(CC(C)C)S(=O)(=O)N1CCC(C(=O)N2CCc3ccccc3C2)CC1	2%	-7	5%	-1%	-13%	-10%	-10%	16%	-3%
CCNC(=O)NC(=O)C(C)Sc1ncc(C(F)(F)F)cc1Cl (centres undefined)	3%	-3	-2%	-1%	-20%	-5%	-6%	15%	-8%
Cc1cc2cc(CNC(=O)C(C)Oc3ccccc3)ccc2n1C (centres undefined)	-8%	0	-1%	?	-25%	-4%	1%	34%[activator]	-5%
COc1cccc(C(=O)NCC(=O)N/N=C/c2ccc(OC(=O)c3cccs3)c(OC)c2)c1	-16%	0	-3%	1%	-17%	-1%	-15%	-5%	-5%
COc1ccc(Nc2ncnc3ccc(OC)cc23)cc1	·	·	-7%[60.1 µM]	-5%	·	-3%	-4%	·	-1%
CCOc1ccccc1C(=O)NC(C)CCc1ccccc1 (centres undefined)	·	-3	-4%	·	-21%	-4%	·	26%	·
Cc1ccc(NC(=O)Cn2c(=O)cc(-c3ccccc3)c3c(C)nn(C)c32)c(Cl)c1	1%	2	28%	·	-11%	-1%	-13%	11%	-3%
CCOC(=O)CSC1=C(C#N)C(c2ccc(C)cc2)C2=C(CCCC2=O)N1 (centres undefined)	7%	0	-4%	6%	-11%	?	-7%	10%	0%
COc1ccc(CC(=O)NCC(c2ccc(N(C)C)cc2)N2CCOCC2)cc1OC (centres undefined)	0%	-1	-5%[60.1 µM]	·	-5%	-3%	30%	26%	2%
COc1cc(C(=O)NC(=S)Nc2ccc3[nH]c(=O)[nH]c3c2)cc(OC)c1OC	39%	0	-6%	-14%	-24%	-2%	3%	8%	-5%
COc1ccc(C2CC(c3ccccc3)=NN2c2ccc(N)cc2)cc1 (centres undefined)	-25%	-10	-5%	-8%	-15%	0%	-4%	13%	-5%
N#C/C(=C\c1ccc[nH]1)Sc1nc2ccccc2s1	-26%	-5	-22%	-8%	-12%	2%	?	-7%	-17%
c1coc(-c2nn3c(-c4ccco4)nnc3s2)c1	28µM*	-3	?	?	?	-1%	-14%	?	-12%
Cc1ccc(C)c(-c2nc3ccc(N)cc3[nH]2)c1	0%	6	-12%	0%	-9%	-3%	-15%	12%	-6%
NC(=O)NC(=O)COC(=O)[C@H](Cc1ccccc1)NC(=O)c1cccs1	-15%	-6	-11%	-5%	-21%	-2%	-1%	155%[activator]	-3%
O=C(NCCC(=O)N1CCN(c2ncccn2)CC1)c1ccccc1	-1%	-2	6%	10%	-14%	3%	10%	20%	1%
COc1ccccc1CCNc1ncnc2nc[nH]c12	·	-9	?	·	·	-1%	·	?	·
Cc1ccc(-c2n[nH]c3c2C(c2ccccc2)N(c2ccc(C(=O)O)cc2)C3=O)cc1 (centres undefined)	-8%	-8	-41%	4%	1%	-4%	-4%	?	-4%
O=C(NCCc1nc(-c2ccc(F)cc2)no1)c1ccc(F)cc1	·	-3	9%	16%	-15%	-1%	·	-8%	·
CC(/C=C(\NC(=O)c1ccccc1)C(=O)N=Nc1c(O)[nH]c2ccc(C)cc12)=C\c1ccccc1	-15%	4	-1%	0%	-1%	1%	-22%	19%	0%
CC(=O)Nc1ccc(S(=O)(=O)NC2(C(F)(F)F)C(=O)NC(C)=C2C#N)cc1 (centres undefined)	-25%	-13	79µM*	?	?	-6%	1%	22µM*	4%
CNC(=O)C1=C(C)Nc2nc3ccccc3n2C1c1ccc(F)cc1 (centres undefined)	0%	-9	-4%	-1%	-1%	-1%	-13%	24%	-3%
COc1cc(C2C3C(=O)N(c4ccccc4)C(=O)C3ON2c2ccccc2)cc(OC)c1OC (centres undefined)	0%	-2	-4%	2%	-21%	-6%	-13%	9%	1%
COc1ccc(C(=O)CCNc2cccc(Cl)c2)cc1	-18%	-14	-9%	1%	-10%	0%	7%	?	-1%
CC(=O)Nc1c(C#N)c(C(C)(C)C)cn1C	-1%	-4	-3%	5%	2%	-4%	0%	-6%	1%
O=C(CS(=O)(=O)c1ccccc1)Nc1nnc(Cc2ccccc2)s1	-5%	2	-18%	19%	-24%	-4%	-13%	-4%	-9%
CC(C)CC(=O)NC(=S)Nc1ccc(S(=O)(=O)N2CCCC2)cc1	12%	-8	-7%	0%	-3%	-1%	?	19%	-4%
Cc1nn(-c2ccc(N3CCCC3)nn2)c(C)c1CCC(=O)NCc1ccc(OC(C)C)cc1	1%	-1	2%	·	-1%	0%	-4%	14%	1%
CCN1CCN(Cc2c(O)ccc3oc(C)c(C(=O)Nc4ccc(OC)cc4)c23)CC1	40%	2	21%	·	4%	-3%	-6%	19%	4%
COC(=O)c1cc(-c2ccc(F)cc2)n(-c2ccccc2)n1	44%	-2	-12%	-11%	-3%	-3%	-6%	5%	-6%
O=S(=O)(Nc1ccc(-c2nnc(SCc3ccc(Cl)cc3)o2)cc1)c1ccccc1	15%	0	-24%	?	-8%	4%	-5%	-19%	-3%
Cc1nc2cnc(N3CCNCC3)nc2n(-c2ccccc2)c1=O	·	·	9%[60.1 µM]	3%	·	-5%	·	·	1%
COCCNC(=S)N(CCc1c(C)[nH]c2ccc(OC)cc12)Cc1cccnc1	-23%	-4	-20%	7%	2%	4%	-7%	30%	-2%
Cc1cc(NC(=O)c2noc3c2CCCCC3)nn1Cc1ccc(Cl)cc1	-11%	-15	-7%	1%	-7%	1%	-13%	0%[58.9 µM]	-3%

Random excerpt: 5 entries already listed.
SMILES	Pol beta inh	LDHA block	POLK inh	APE1 inh	Pol eta inh	Glioma ERSR ind	Anesthetic bind	Pol iota inh	BLM helicase inh
COC(=O)c1cc(-c2ccc(F)cc2)n(-c2ccccc2)n1	44%	-2	-12%	-11%	-3%	-3%	-6%	5%	-6%
CCN1CCN(Cc2c(O)ccc3oc(C)c(C(=O)Nc4ccc(OC)cc4)c23)CC1	40%	2	21%	·	4%	-3%	-6%	19%	4%
CC(=O)Nc1c(C#N)c(C(C)(C)C)cn1C	-1%	-4	-3%	5%	2%	-4%	0%	-6%	1%
COc1ccc(C(=O)CCNc2cccc(Cl)c2)cc1	-18%	-14	-9%	1%	-10%	0%	7%	?	-1%
Cc1nn(-c2ccc(N3CCCC3)nn2)c(C)c1CCC(=O)NCc1ccc(OC(C)C)cc1	1%	-1	2%	·	-1%	0%	-4%	14%	1%

The list continues.
SMILES	Pol beta inh	LDHA block	POLK inh	APE1 inh	Pol eta inh	Glioma ERSR ind	Anesthetic bind	Pol iota inh	BLM helicase inh
CCOC(=O)c1sc2nc(NC(=O)C(C)(C)C)sc2c1C	2%	1	10%	-1%	-20%	-4%	?	-6%	-9%
CN(C)c1ccc(/C=N/NC(=O)CN2CCCCC2)cc1Br	-9%	-4	-2%	3%	-13%	-3%	-6%	3%	2%
CCN1CNC(=S)N(Cc2ccccc2)C1	-4%	4	7%	24%	-2%	-5%	6%	22%	4%
Cc1ccc(C(O)c2ccncc2)cc1 (centres undefined)	7%	2	-8%	12%	-1%	-5%	2%	18%	-3%
CC(NC(=O)c1ccccc1)c1nc2ccccc2n1Cc1ccc(C#N)cc1 (centres undefined)	?	-6	-5%	-3%	-13%	-5%	-16%	9%	-2%
O=C(CCc1nnc(C2CCCCC2)o1)NCc1cccc(-n2cccn2)c1	-5%	-6	-4%	2%	-7%	-1%	-17%	24%	-2%
COCCNC(=O)C1(C(F)(F)F)C/C(=C\Cc2ccccc2)CCCO1 (centres undefined)	·	·	-14%	?	·	-4%	-3%	-5%	1%
CCOc1ccc(Oc2nc(NCC(C)C)nc(OC)n2)nn1	-24%	-1	17%	-3%	-7%	-2%	-3%	-11%	3%
CCC(C)(C(=O)NC1CCCCC1)N(CC1CCCO1)C(=O)c1ccccn1 (centres undefined)	1%	-5	5%	-3%	-12%	1%	-4%	38%[activator]	-10%
COc1ccc(OC)c(NC(=O)C(CC(=O)O)NCc2ccco2)c1 (centres undefined)	2%	5	-1%	3%	15%	-3%	-5%	-27%[58.9 µM]	-1%
O=C1COc2ccc(S(=O)(=O)N3CCN(c4cccc(Cl)c4)CC3)cc2N1	-2%	-12	-10%	-12%	3%	-4%	-6%	-19%	-1%
CC(=O)c1cccc(NC(=O)CSc2nc3c(=O)n(C)c(=O)n(C)c3n2C)c1	19%	-4	-5%[60.1 µM]	·	-6%	-1%	-11%	27%	1%

Compound activity as filed in PubChem BioAssay.
